# E coli growth: counter-screen for AddAB inhibitors: E. coli growth inhibition; E. coli V3065 growth, OD600 absorbance, 18 h; inhibition, % at 11.9 µM; 330,000 tested, 0.27% active;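 active = inhibition above the campaign's mean inhibition across all tested compounds plus 3 SD, cut at about 9.9% in these data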;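 note: uninfected addAB+ strain grown without phage in ampicillin broth; 0% = DMSO wells and 100% = ciprofloxacin 0.95 µg/ml wells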
# phage Ecoli inh: E. coli growth loss with phage present; growth absorbance; inhibition, % at 11.9 µM; 360,000 tested, 0.26% active; AID 651602; in the data active = inhibition above about 11%
# CDK5 inh: CDK5/p35 (human) kinase inhibition | 330,000 tested, 0.01% active | Q00535+Q15078 | inhibition, % at 10 µM | Recombinant CDK5/p35, ADP-Glo luminescence, 60 min;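 active = highest replicate inhibition of at least 50% and at least 75% of replicates reaching 50%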;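 note: plate controls were DMSO neutral control for no effect and GW8510 at 10 µM for full effect; many of its hits are not listed in these tables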
# HTR5A ag ctr: activates human HTR5A in OPRM1-OPRD1 agonist counter-screen; P47898; HTR5A agonist assay, luminescence, cell-based; activation, % at 9.3 µM; 340,000 tested, 0.61% active; AID 504692; in the data active = activation mostly above about 9.5%, no sharp cut-off; inactive = mostly below about 7.6%;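 note: 0% = cells with vehicle only and 100% = reference agonist; strong numbers were not always called active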
# Target sequence (P47898 whole entry, looked up): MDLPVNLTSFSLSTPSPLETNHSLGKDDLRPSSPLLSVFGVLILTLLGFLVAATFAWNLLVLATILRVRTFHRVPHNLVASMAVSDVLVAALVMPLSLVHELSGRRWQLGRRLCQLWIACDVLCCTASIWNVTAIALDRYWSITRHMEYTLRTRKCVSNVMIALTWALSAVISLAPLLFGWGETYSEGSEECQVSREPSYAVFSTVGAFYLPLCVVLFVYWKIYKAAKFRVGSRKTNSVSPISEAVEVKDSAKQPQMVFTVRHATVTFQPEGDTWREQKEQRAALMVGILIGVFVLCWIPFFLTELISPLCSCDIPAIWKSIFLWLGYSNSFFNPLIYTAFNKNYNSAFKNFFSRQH
# HTR5A inv ctr: HTR5A inverse agonism, opioid heterodimer counter-screen. P47898. inhibition, % at 9.3 µM. AID 504634. 340,000 tested, 0.083% active. HTR5A cell line, luminescence; in the data active = inhibition mostly above about 23%, no sharp cut-off; inactive = mostly below about 18%;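 note: 0% = cells with DMSO and 100% = no-cell wells with DMSO; some compounds called inactive have numbers as strong as hits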
# PKA-R2B activ: PKA-R2B complex activation | PKA-R2B holoenzyme dissociation, Cy5-IP20 fluorescence polarization; R2B truncated from residue 108, S112A mutant; 0% DMSO only, 100% 113 µM cGMP | AID 504700 | 340,000 tested, 0.079% active | activation, % at 11.4 µM;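 active = activation above a cutoff set at the mean over all compounds plus 3 SD, cut at about 18% in these data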;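 note: higher means more holoenzyme dissociation and a rise in polarization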
# PKA-R1A act: activators of PKA-R1A complex. P00514+P68181. 340,000 tested, 0.083% active. PKA-R1A dissociation, Cy5-IP20 fluorescence polarization; scaled: DMSO 0%, 113 µM cGMP 100%. activation, % at 11.4 µM;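 active = percent activation above the mean of all tested compounds plus 3 SD, cut at about 19% in these data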;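 note: higher means more PKAc released from R1A so a rise in polarization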
# AddAB inh: less growth of phage-infected E. coli with AddAB. AID 435030. E. coli expressing H. pylori AddAB, absorbance growth. 330,000 tested, 0.29% active. inhibition, % at 11.9 µM; in the data active = inhibition above about 12%;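 note: 0% = vehicle wells of infected cells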
# Tat transport: blocks Tat-dependent protein export in E. coli | inhibition, % at 10 µM | 340,000 tested, 0.036% active | E. coli MC4100 TorA-mCherry Tat export, fluorescence;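 active = mean replicate inhibition at least 50% and at least half of replicates individually reaching 50%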;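 note: exported cargo escapes ClpAP degradation while cytoplasmic cargo is degraded and loses fluorescence; 0% = median of neutral control wells and 100% = median of NaSCN control wells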
# Mot1-301 SUMO: SUMOylation pathway inhibition by Mot1-301 growth rescue; 320,000 tested, 1% active; growth rescue, % at 18.8 µM; AID 2716; S. cerevisiae Mot1-301 growth rescue, ATP luminescence, 38.5C; percent above DMSO median, 100 means doubled;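 active = every valid replicate shows activation above 250% relative to neutral control wells; inactive = the rest, any valid replicate at or below 250%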;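 note: OY570 slx delta 5 strain wells were the positive control but not used for scaling; some compounds called inactive have numbers as strong as hits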
# DAGLB inh: blocks human DAGLB lipase activity; Q8NCG7; HEK293T DAGLB membrane lysate, EnzChek fluorogenic substrate; inhibition, % at 5.17 µM; 340,000 tested, 0.059% active; in the data active = inhibition above about 34%;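 note: 0% = enzyme with vehicle and 100% = wells lacking enzyme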
# Target sequence (Q8NCG7 whole entry, looked up): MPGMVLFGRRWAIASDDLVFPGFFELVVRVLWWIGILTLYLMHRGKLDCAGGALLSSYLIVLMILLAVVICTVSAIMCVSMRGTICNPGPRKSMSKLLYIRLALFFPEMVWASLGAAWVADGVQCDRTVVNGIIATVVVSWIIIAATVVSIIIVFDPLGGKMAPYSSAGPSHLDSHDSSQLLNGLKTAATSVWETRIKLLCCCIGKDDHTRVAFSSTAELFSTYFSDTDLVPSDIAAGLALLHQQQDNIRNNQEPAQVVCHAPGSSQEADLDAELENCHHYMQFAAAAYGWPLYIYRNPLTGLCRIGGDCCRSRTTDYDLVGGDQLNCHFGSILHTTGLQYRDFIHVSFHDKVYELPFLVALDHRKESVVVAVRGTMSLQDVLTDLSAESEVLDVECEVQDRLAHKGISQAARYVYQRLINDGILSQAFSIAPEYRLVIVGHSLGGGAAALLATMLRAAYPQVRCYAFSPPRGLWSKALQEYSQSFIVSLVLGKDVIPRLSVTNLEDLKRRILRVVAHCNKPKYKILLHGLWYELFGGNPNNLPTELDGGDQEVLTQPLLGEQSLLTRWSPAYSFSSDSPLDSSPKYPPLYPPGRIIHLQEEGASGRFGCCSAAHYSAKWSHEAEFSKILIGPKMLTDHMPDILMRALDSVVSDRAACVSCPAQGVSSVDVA
# The depositor's hits bear a star; / = no result given; + = active, no number; & = joins results of further samples.
SMILES,E coli growth,phage Ecoli inh,CDK5 inh,HTR5A ag ctr,HTR5A inv ctr,PKA-R2B activ,PKA-R1A act,AddAB inh,Tat transport,Mot1-301 SUMO,DAGLB inh
Cc1ccc(C(=O)N[C@H](C(=O)N2CCN(c3ccccc3F)CC2)C(C)C)cc1,0.4,1.4,-1.5,8,-23,3,-6,2.1,-5,30,-17
O=C(COC(=O)c1cc(-c2ccc(F)cc2)nc2ccccc12)NCC1CCCO1 (stereo unspecified),-1.9,3.7,0.6,-2,5,-11,-7,-3.2,-1,50,-6
COc1ccc(CNC(C)C(=O)Nc2ccc3ccccc3c2)cc1OC (stereo unspecified),-2.3,1.9,1.6,4,-11,-12,0,0.4,0,4,-2
COC(=O)CCCCC(=O)OC,0.0,2.0,-1.3,1,-6,-7,4,2.5,-7,1,1
O=C(NCc1ccc(OC(F)(F)F)cc1)c1cc(-c2ccccc2)nn1CC1CC(c2cccnc2)=NO1 (stereo unspecified),0.3,2.2,0.2,-1,-16,-6,6,4.3,7,50,-6
Nc1nnc(SCC(=O)NNC(=O)c2ccc([N+](=O)[O-])cc2)s1,-1.9,2.1,1.3,6,-15,-8,-8,-0.4,5,-7,1
CC(=O)OCCCN(C)CC/C=C1/c2ccccc2CSc2ccccc21,-0.9,1.1,1.1,-5,-24,-8,-16,0.2,-1,23,-1
CCc1cccc(C)c1NC(=O)CN(C)Cc1ccccc1F,2.4,2.1,0.8,1,-3,-10,-9,1.1,-1,/,-3
C/C(N)=C(/C#N)C(=O)COC(=O)CCSc1ccccc1,0.2,2.5&0.8,-1.5&0.8,4&0,-17&14,-5&-5,-2&-3,1.3,-5&-1,-1,-2&0
CC(C(=O)Nc1ccccc1Br)N1c2cccc3cccc(c23)S1(=O)=O (stereo unspecified),-4.3,0.4,-0.9,-5,13,2,-9,0.4,-3,18,-7
CC1CCCCN1Cc1c(O)ccc2c(=O)c(-c3ccccc3)coc12 (stereo unspecified),-0.2,0.2,-1.3,1,-3,-2,-5,-1.1,-9,24,2
O=C(CCCc1ccccc1)Nc1ccnn1C1CCN(Cc2ccccn2)CC1,-1.4,-0.1,-7.0,3,-7,-8,-4,-2.3,0,5,0
O=C(NC1CCCCC1)NC1CCN(CC(=O)N2CCOCC2)CC1,-1.3,3.5,-1.0,-1,-8,-2,-9,0.1,-9,-10,-1
NC(=O)c1ccsc1NC(=O)CN1C(=O)C2CC=CCC2C1=O (stereo unspecified),-2.2,0.9,-0.4,-1,-14,-14,7,-1.4,-3,101,-3
Cc1ccc(-c2nnc(SCC#N)n2N)cc1,-2.3,2.3,0.9,0,-1,-8,-2,2.4,5,+,1
Cc1ccc(C(=O)CC(Nc2ccc(F)cc2)c2ccccc2)cc1 (stereo unspecified),0.3,2.1,1.8,-2,10,-6,-6,-3.9,23,-3,-5
Cc1ccc(NC(=O)/C(=C\c2cccnc2)NC(=O)c2ccccc2)cc1,1.0,1.0,-0.3,5,-12,8,-2,5.1,2,-10,0
CSc1nsc(SCC(=O)Nc2cccc(C(C)=O)c2)n1,1.9,2.9,-1.7,-3,-11,2,7,3.5,-8,-14,-2
Cc1nnc(SCc2cc([N+](=O)[O-])cc3c2OCOC3)[nH]c1=O,-0.3,2.9,0.9,1,8,12,11,0.4,-7,15,1
CC(C)n1cc(/C=N\NC(=O)c2cc3c(ccc4ccccc43)o2)c2ccccc21,/,1.7,-1.6,5,-12,11,-10,/,4,/,-1
COCCn1c(SCC(=O)NC(=O)NC2CCCC2)nc2ccccc2c1=O,-0.7,0.6,-4.9,1,7,7,-1,1.7,-11,-12,2
c1coc(CNc2nc3nonc3nc2NCc2ccco2)c1,2.2,4.5,-1.6,1,-11,-2,-2,5.4,2,-9,2
CCOC(=O)c1cc(NC(=O)N2CCOCC2)c(C)nc1C,-0.8,-0.2,0.6,4,-9,-5,-12,2.9,-4,6,2
N#C/C(=C/c1ccc(-c2cc([N+](=O)[O-])ccc2Cl)o1)C(N)=O,1.1,0.1,-1.0,1,12,-5,3,-0.3,-2,133,0
Fc1ccc(-c2nnc(-n3nnc4ccccc43)c3ccccc23)cc1,-2.1,2.2,0.8,-5,30,7,2,3.9,-4,1,-4
O=C1CC(c2ccccc2)CC(O)=C1C=NCCN1CCN(C(=S)Nc2cccc(Cl)c2)CC1 (stereo unspecified),-1.2,-0.4,-0.7,0,-28,-3,-1,2.1,3,-19,-2
Cc1onc(-c2ccccc2Cl)c1C(=O)Nc1nnc(-c2cccc([N+](=O)[O-])c2)s1,-0.3,0.8,0.1,6,11,-1,-10,-1.9,-8,11,5
NC(N)=NS(=O)(=O)c1ccc(NC(=S)NC(=O)/C=C/c2ccco2)cc1,-0.5,1.8,1.2,-3,8,-4,-2,4.6,4,/,2
Cc1cc(C(=O)C(C)OC(=O)c2ccc(NC(=O)CC#N)cc2)c(C)n1-c1ccccc1 (stereo unspecified),-0.4,0.9,-3.9,0,1,-10,8,-2.1,-9,18,-1
COc1ccc(NC(=O)C2CC(c3ccc(Cl)cc3)=NO2)cc1 (stereo unspecified),2.5,4.6,0.9,1,-2,4,-7,2.4,0,-23,-3
CC(=O)N/C(=C\c1ccccc1)C(=O)OC/C=C/c1ccccc1,-2.3,4.4,-1.6,9,-22,11,-7,0.6,-5,-21,-3
CC(C)(C)c1ccc(-c2csc(NNC3=NCCCCC3)n2)cc1,0.7,4.6,0.0,2,15,-9,2,-1.7,-1,2,-17
COc1ccccc1NC(=S)NCc1ccc(Cl)cc1,0.4,2.2,-0.8,-2,25,0,6,-5.4,2,12,1
COc1ccccc1C(=O)COC(=O)Cn1nc(C)c([N+](=O)[O-])c1C,0.7,3.6,0.2,2,7,0,-15,-1.7,-4,18,3
FC(F)(F)c1nc(-c2cccs2)ncc1-c1nnnn1-c1ccc(Cl)cc1,1.3,0.0,1.9,-3,-7,1,7,4.9,1,18,-9
COC(=O)C(C)(C)ONC(=O)Nc1ccc(C)cc1,-1.9,1.3,-1.2,-3,8,-6,-6,-1.5,-2,2,1
Cc1[nH]n(-c2ccccc2)c(=O)c1N=Nc1ccc(F)cc1,-0.3,-0.3,-0.9,-2,7,5,-7,1.8,5,15,-2
COc1ccc(OC)c(N2CC(O)=C(c3nc4ccccc4s3)C2=N)c1,-1.3,1.3,-4.8,6,-8,-4,8,3.1,9,361,3
Cc1cccc(C)c1NC(=O)CCCSc1nnc(-c2ccco2)n1-c1ccccc1,-2.8,1.4,1.7,-4,-27,4,-3,0.7,6,5,2
CC(C)CC1(C(=O)NCCc2c[nH]c3ccccc23)C=CCN1C(=O)c1ccccc1 (stereo unspecified),-1.7,1.6,1.8,12,-33,-10,1,0.8,5,-1,4
O=C(CNS(=O)(=O)c1c(F)cc(F)cc1Br)OCC(=O)N1CCCC1=O,0.3,1.7,0.0,-4,10,-4,10,0.5,7,-8,-2
CC1CCN=C(N)S1 (stereo unspecified),-1.0,3.2,-0.2,0,-18,2,-1,0.8,-4,14,1
Cc1ccc(C)c(S(=O)(=O)c2c[nH]c(=S)[nH]c2=O)c1,-1.4,-0.7,0.4,7,-22,-2,-22,3.0,-4,-5,1
COc1ccc(/C(C)=N\NC(=O)c2ccc(-c3ccccc3)cc2)c(F)c1,/,-1.6,0.7,-1,-1,-2,-13,/,-5,19,-15
O=C(CCn1c(=S)oc2ccccc21)Nc1ccccc1F,0.4,-0.2,0.1,-3,7,0,-5,1.6,-1,-9,-2
Cc1noc(C)c1S(=O)(=O)N1CCN(c2ccc(Cl)cc2)CC1,1.4,3.7,-0.3,2,-9,0,-5,2.4,-8,-16,-4
Cc1cccc(C)c1OCC(=O)N1CC2(C)CC1CC(C)(C)C2 (stereo unspecified),0.9,-0.2,-1.9,4,-16,-4,-1,-1.1,5,-26,-5
CCOC(=O)Cn1nnnc1C(CC)N(Cc1cccs1)Cc1cc2cc(C)ccc2[nH]c1=O (stereo unspecified),1.4,1.2,-0.2,1,16,13,-2,1.1,20,439,3
CCN(C[C@H]1N[C@@](C)(C(=O)OC)[C@H]2C(=O)N(Cc3ccccc3)C(=O)[C@@H]12)S(=O)(=O)c1ccccc1,0.2,2.0,0.8,2,-8,4,-4,3.4,8,-6,0
COc1ccc(-n2nnnc2SCC(=O)Nc2cc(OC)c([N+](=O)[O-])cc2C)cc1,-0.6,2.1,-0.2,-3,-11,14,3,3.3,-10,-10,0
CCC(C)(C)NC(=O)CN(Cc1ccccc1)C(=O)CCC(=O)Nc1nccs1,2.5,1.2,-0.7,4,-11,-5,0,2.2,-9,-12,-1
CC(NC(=S)NNS(=O)(=O)c1cccc([N+](=O)[O-])c1)c1ccccc1 (stereo unspecified),-0.8,2.4,-0.5,3,3,-10,4,2.0,8,-10,1
CCOC(=O)c1c(NC(=O)CSc2nc3cccnc3n2C)sc(C(C)=O)c1C,1.2,/,-1.2,-3,5,-1,-8,2.2,-9,176,2
CCn1c(C(=O)O)c(CC(=O)Nc2ccccc2F)c2ccccc21,0.0,3.4,0.8,1,-3,6,-12,0.7,-3,46,3
Cc1ccccc1NC(=O)COc1ccc(S(=O)(=O)N2CCCC2)cc1C,-0.7,1.5,-0.5,-3,7,-7,-6,0.2,-7,124,-2

# Shown with tabs: part of the list above.
SMILES	E coli growth	phage Ecoli inh	CDK5 inh	HTR5A ag ctr	HTR5A inv ctr	PKA-R2B activ	PKA-R1A act	AddAB inh	Tat transport	Mot1-301 SUMO	DAGLB inh
Cc1cccc(C)c1OCC(=O)N1CC2(C)CC1CC(C)(C)C2 (stereo unspecified)	0.9	-0.2	-1.9	4	-16	-4	-1	-1.1	5	-26	-5
CCOC(=O)Cn1nnnc1C(CC)N(Cc1cccs1)Cc1cc2cc(C)ccc2[nH]c1=O (stereo unspecified)	1.4	1.2	-0.2	1	16	13	-2	1.1	20	439	3
CCN(C[C@H]1N[C@@](C)(C(=O)OC)[C@H]2C(=O)N(Cc3ccccc3)C(=O)[C@@H]12)S(=O)(=O)c1ccccc1	0.2	2.0	0.8	2	-8	4	-4	3.4	8	-6	0
COc1ccc(-n2nnnc2SCC(=O)Nc2cc(OC)c([N+](=O)[O-])cc2C)cc1	-0.6	2.1	-0.2	-3	-11	14	3	3.3	-10	-10	0
CCC(C)(C)NC(=O)CN(Cc1ccccc1)C(=O)CCC(=O)Nc1nccs1	2.5	1.2	-0.7	4	-11	-5	0	2.2	-9	-12	-1
CC(NC(=S)NNS(=O)(=O)c1cccc([N+](=O)[O-])c1)c1ccccc1 (stereo unspecified)	-0.8	2.4	-0.5	3	3	-10	4	2.0	8	-10	1
CCOC(=O)c1c(NC(=O)CSc2nc3cccnc3n2C)sc(C(C)=O)c1C	1.2	/	-1.2	-3	5	-1	-8	2.2	-9	176	2
CCn1c(C(=O)O)c(CC(=O)Nc2ccccc2F)c2ccccc21	0.0	3.4	0.8	1	-3	6	-12	0.7	-3	46	3
